From PubChem BioAssay
hIAP activ: human IAP activators, primary screen, biochemical, luminescence, uHTS. Intestinal-type alkaline phosphatase (Homo sapiens), P09923. purified human IAP, CDP-Star luminescence, 30 min; active compounds read high; 1 = vehicle-only enzyme, 0 = enzyme-free background. activation factor at 10 µM. 330,000 compounds, 0.16% hits. AID 2524, 2010;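 active = activation factor of the enzyme at least 2-fold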; also: the source names both 10 and 20 µM as test concentration; values of inactives mirror those of a sister screen read the other way
Target sequence (P09923 whole entry, looked up): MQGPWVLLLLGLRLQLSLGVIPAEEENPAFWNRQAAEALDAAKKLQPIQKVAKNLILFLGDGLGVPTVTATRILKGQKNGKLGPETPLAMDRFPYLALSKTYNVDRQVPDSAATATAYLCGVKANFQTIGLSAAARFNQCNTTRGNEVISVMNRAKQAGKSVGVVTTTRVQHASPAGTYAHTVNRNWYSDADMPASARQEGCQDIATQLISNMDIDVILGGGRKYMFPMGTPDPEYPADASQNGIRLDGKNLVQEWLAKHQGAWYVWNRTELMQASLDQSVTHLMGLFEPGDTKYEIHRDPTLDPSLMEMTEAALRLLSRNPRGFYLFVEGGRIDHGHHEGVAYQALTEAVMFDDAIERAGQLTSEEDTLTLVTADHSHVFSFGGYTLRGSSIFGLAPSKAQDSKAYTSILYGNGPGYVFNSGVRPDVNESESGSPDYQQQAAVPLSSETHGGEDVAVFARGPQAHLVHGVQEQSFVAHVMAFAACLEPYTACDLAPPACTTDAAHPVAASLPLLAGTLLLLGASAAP
MPTP block: mitochondrial permeability transition pore inhibitors, primary screen, biochemical, isolated mouse mitochondria, absorbance; AID 602449, 2012; inhibition, % at 10 µM; Ca2+ swelling absorbance, 30 min; 360,000 compounds, 1.4% hits;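 active = inhibition of 50% or more, scaled per plate between neutral and stimulator controls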;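 also: 0% = DMSO wells given calcium and 100% = 1 mM EGTA wells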
APOBEC3A inh: APOBEC3A ssDNA deaminase inhibitors, primary screen, selectivity assay for APOBEC3G inhibitor project, biochemical, FAM/TAMRA oligo cleavage fluorescence; recombinant A3A, FAM/TAMRA ssDNA deamination fluorescence; inhibition, % at 20 µM; 330,000 compounds, 0.41% hits;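 active = at least 40% inhibition at 20 µM here, with at most 30% in a related deaminase screen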;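 also: plate controls were A3A with DMSO for no effect and wells lacking A3A enzyme for full effect; some results filed as inactive read as strong as hits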
NR3A LBD binder: binders of NR3A ligand-binding domain, primary screen, biophysical, differential scanning fluorimetry, uHTS; Glutamate receptor ionotropic, NMDA 3A (GRIN3A) ligand-binding domain; NR3A LBD differential scanning fluorimetry, Tm shift; 0% = protein alone, 100% = glycine-bound protein; Tm shift relative to glycine control, % at 25 µM; 340,000 compounds, 2.5% hits; AID 1259313, 2017;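 active = melting temperature shift of at least 10% of the positive control shift, at one fixed dose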
mIAP act: activators of mouse IAP, primary screen, biochemical, luminescence, uHTS; intestinal alkaline phosphatase [Mus musculus]; muIAP, CDP-Star luminescence, 30 min; active compounds read high; 1 = vehicle-only enzyme signal, 0 = enzyme-free wells; activation factor at 10 µM; 330,000 compounds, 0.24% hits; AID 2805, 2010;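 active = activation factor of at least 2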; also: the source names both 10 and 20 µM as test concentration; values of inactives mirror those of a sister screen read the other way
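System: Mouse IAP enzyme | Also added: CDP-Star substrate | Dosing: Compounds dispensed in DMSO | Schedule: 30 min enzyme-substrate-compound incubation at room temperature | Technique: Chemiluminescence readout | Control set: DMSO-only wells and no-enzyme negative control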
hIAP inh: human IAP inhibitors, primary screen, biochemical, luminescence, uHTS; Intestinal-type alkaline phosphatase (Homo sapiens), P09923; purified IAP, CDP-Star luminescence, 30 min; inhibition, % at 10 µM; 330,000 compounds, 0.12% hits;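 active = inhibition reaching a set limit with compound at 10 µM in the primary screen, cut at about 35% in these data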;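 also: plate controls were DMSO wells with enzyme for no effect and no-enzyme buffer wells for full effect; values of inactives mirror those of a sister screen read the other way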
APOBEC3G inh: APOBEC3G DNA deaminase inhibitors, primary screen, biochemical, fluorescence, single-stranded DNA substrate, uHTS | inhibition, % at 20 µM | recombinant A3G, ssDNA deamination FAM/TAMRA fluorescence | DNA dC->dU-editing enzyme APOBEC-3G (Homo sapiens), Q9HC16 | 330,000 compounds, 0.28% hits;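 active = inhibition of at least 40% at 20 µM, with no more than 30% in the related APOBEC3A deaminase screen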;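 also: plate controls were DMSO wells with A3G for no effect and wells lacking A3G enzyme for full effect; some compounds called inactive have numbers as strong as hits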
Target sequence (Q9HC16 whole entry, looked up): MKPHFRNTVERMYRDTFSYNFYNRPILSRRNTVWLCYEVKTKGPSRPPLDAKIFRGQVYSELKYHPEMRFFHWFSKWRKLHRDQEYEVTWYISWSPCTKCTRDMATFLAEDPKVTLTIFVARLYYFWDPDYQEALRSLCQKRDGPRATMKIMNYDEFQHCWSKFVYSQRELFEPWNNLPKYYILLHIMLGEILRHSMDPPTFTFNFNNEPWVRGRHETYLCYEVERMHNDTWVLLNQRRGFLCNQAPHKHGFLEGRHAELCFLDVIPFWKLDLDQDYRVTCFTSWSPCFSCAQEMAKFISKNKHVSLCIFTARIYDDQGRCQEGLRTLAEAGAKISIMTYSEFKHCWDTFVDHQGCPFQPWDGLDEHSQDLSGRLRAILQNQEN
mIAP inh: inhibitors of mouse IAP, primary screen, biochemical, luminescence, uHTS; inhibition, % at 10 µM; intestinal alkaline phosphatase [Mus musculus]; purified mouse IAP, CDP-Star luminescence, 30 min; 330,000 compounds, 0.2% hits;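 active = inhibition of at least 40% at 10 µM in the primary screen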;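 also: plate controls were DMSO with enzyme for no effect and no enzyme wells for full effect; values of inactives mirror those of a sister screen read the other way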
beta cell repl: inducers of MIN6 beta-cell proliferation, primary screen, ATP luminescence, uHTS; 330,000 compounds, 0.29% hits; AID 2380, 2010; MIN6 cells proliferation, ATPlite luminescence, 48 h; cells starved in 0.2% serum; 100% = growth in 10% serum; proliferation, % at 10 µM;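 active = compounds whose signal lies at least 3.5 SD above the mean of all wells on their plate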;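 also: 0% = DMSO-treated cells in low-serum medium and 100% = 10% serum control; some compounds called inactive have numbers as strong as hits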
Starred values were filed as active, the others as inactive; . = not tested or not shown.

molecule	hIAP activ	MPTP block	APOBEC3A inh	NR3A LBD binder	mIAP act	hIAP inh	APOBEC3G inh	mIAP inh	beta cell repl
Cc1ccc(S(=O)(=O)N(Cc2cc3ccccc3[nH]c2=O)c2cccc(C)c2)cc1	0.94	5.8	1	1	0.99	6	-4	1	-2
CCOC(=O)CSc1cc(=O)n(C)c2cc(Cl)ccc12	1.2	-0.1	0	-1	0.9	-20	-3	10	-2
CN(C)c1ccc(-c2cccc(C3CC=CC4C3C(=O)N(Cc3ccccc3)C4c3ccc(C(F)(F)F)cc3)c2)cc1 (stereo unspecified)	0.95	-2.1	-3	0	0.75	5	-6	25	-6
COc1ccc(CCNC(=O)C2CCCN2C(=O)Nc2ccc(Cl)cc2)cc1OC (stereo unspecified)	1.1	0.6	0	2	1	-11	3	-4	-1
O=C(O)c1c[nH]c2ccc(F)cc2c1=O	1	-0.7	0	0	1.1	-1	-2	-6	6.8*
COc1cc2[nH]c(=O)n(CCC(=O)NC3CCN(Cc4ccccc4)CC3)c(=O)c2cc1OC	1	0.9	-4	-2	0.98	-1	-6	2	2
COC(=O)C(CC(C)C)NC(=O)/C=C/c1ccc(Cl)cc1 (stereo unspecified)	0.96	2.1	-2	-3	0.98	4	-4	2	-2
CCC(C)(C)n1nnnc1C(c1ccccn1)N1CCN(c2cccc(OC)c2)CC1 (stereo unspecified)	1.2	0.7	-4	0	0.97	-18	-3	3	-4
CC1CN(C2CCN(S(=O)(=O)c3ccc(F)cc3)CC2)CC(C)O1 (stereo unspecified)	1	4.7	-2	-2	1.1	-3	-6	-7	2
Cc1c(/C(O)=C2\C(=O)C(=O)N(CCN(C)C)C2c2cccnc2)cnn1-c1ccccc1 (stereo unspecified)	0.99	-0.7	-3	4	1	1	-5	-3	2

Quoted from the listing:
CN(C)c1ccc(-c2cccc(C3CC=CC4C3C(=O)N(Cc3ccccc3)C4c3ccc(C(F)(F)F)cc3)c2)cc1 (stereo unspecified) | MPTP block = -2.1
O=C(O)c1c[nH]c2ccc(F)cc2c1=O | mIAP act = 1.1

Continued:
molecule	hIAP activ	MPTP block	APOBEC3A inh	NR3A LBD binder	mIAP act	hIAP inh	APOBEC3G inh	mIAP inh	beta cell repl
CC1(NC(=O)Nc2cccc3ccccc23)CCS(=O)(=O)C1 (stereo unspecified)	1	-2.1	-2	-1	0.95	0	-5	5	0
FC(F)(F)c1ccc(N=Cc2sc(N3CCOCC3)nc2-c2ccccc2)cc1	1	-0.2	-2	-4	0.88	-4	-6	12	3
O=C(N1CCN(Cc2ccccc2)CC1)C(Cl)(Cl)Cl	0.89	1.9	3	1	0.99	11	-9	1	0
CCCn1c(=N)n(CC(=O)c2ccc(Cl)c(Cl)c2)c2ccccc21	1	0.6	-1	-6	0.99	-4	-5	1	-7
COCCNC(=S)N1CCN(S(=O)(=O)c2ccc(Cl)s2)CC1	1	-0.9	-5	0	0.93	0	-9	7	5
O=C1C2CCCN2C(=S)N1c1ccc(Cl)cc1 (stereo unspecified)	0.94	-1.4	1	1	0.93	6	3	7	0
CCCn1c(=O)c(Cc2ccccc2)c(O)c2ccccc21	0.79	-2.5	-7	0	0.99	21	-11	1	-1
CC1(C)CC(NC(=O)c2ccc(Cl)cc2Cl)CC(C)(C)N1	0.96	0.5	1	0	0.91	4	-5	10	0
CCOC(=O)CN1C(=O)C(Sc2n[nH]c(-c3cccc(C)c3)n2)CCc2ccccc21 (stereo unspecified)	0.84	2.3	2	-30	1.1	16	1	-10	-4
CCN1CCN(C(=O)Cn2cnc3sc(C)c(S(=O)(=O)N4CCN(c5ncccn5)CC4)c3c2=O)CC1	1.1	-0.7	-1	1	1	-14	-7	0	1
COc1ccccc1CN(C)c1ccc(S(=O)(=O)N2CCN(C)CC2)cn1	0.98	-1.2	4	-2	1.1	2	1	-8	-1
CCN1C(=O)[C@H]2[C@@H](c3ccc(C)cc3)N3C(=O)N(c4ccc(C(F)(F)F)cc4)C(=O)[C@@]3(Cc3ccccc3)[C@H]2C1=O	1	0.6	0	0	0.96	-1	-3	4	1
O=C(O)[C@@H]1CCCN1c1ncnc2sc3c(c12)CCC3	1.1	-4.2	-6	0	1.1	-6	-7	-15	0
COc1ccc(-n2cccc2/C=C/[N+](=O)[O-])cc1	0.85	1.9	-1	-2	0.82	15	-7	18	0
COc1ccc(/C=C(/NC(=O)c2ccco2)C(=O)Nc2ccc(C(C)=O)cc2)cc1	1	-0.1	-7	4	1	-3	-7	-2	2
O=C(Nc1ccc(N2CCN(C(=O)c3cccs3)CC2)cc1)c1ccc([N+](=O)[O-])o1	0.96	0.1	0	.	0.93	4	-8	7	-7
COc1ccc(CN(C)C(C)C(=O)Nc2ccc(S(=O)(=O)N3CCCCC3)cc2)cc1F (stereo unspecified)	1	2.4	-1	-2	0.99	-4	-8	1	0
N#CCC(=O)Nc1ccc(C(F)(F)F)cc1N1CCOCC1	1.1	0.1	-4	-1	0.93	-10	-8	7	-4
Cc1ccc(-n2nc3c(c2NC(=O)c2ccc4c(c2)OCO4)CS(=O)C3)c(C)c1 (stereo unspecified)	1.1	-1.3	1	1	1	-7	-5	-2	4
Cc1cc(C)cc(N(CC(=O)N/N=C/c2ccncc2)S(=O)(=O)c2ccccc2)c1	1.1	0.5	0	0	0.92	-7	-3	8	0
Cc1cc(C)c(C)c(S(=O)(=O)N2CCNCC2)c1C	1	-0.1	-4	-1	1.1	-2	-6	-6	-3
O=C(O)CSc1nnnn1-c1ccc2c(c1)OCCO2	1.2	1.9	-3	1	0.88	-19	-4	12	2
CCc1ccccc1NCC(=O)Nc1ccccc1C(=O)OC	0.97	3.3	0	1	1	3	-4	-2	1
COc1cccc(Oc2cn[nH]c2-c2ccc(OC)cc2O)c1	1.7	9.7	-3	22*	1.1	-75	-2	-6	0
O=C(Nc1cccc(O)c1)C1CC(c2c(F)cccc2Cl)=NO1 (stereo unspecified)	0.91	-0.4	-1	-2	1	9	-7	-3	-3
CCCC(C(=O)NC1CCCC1)N(C(=O)Cn1nnc(-c2ccc(C)o2)n1)c1cccc(O)c1 (stereo unspecified)	0.92	-2.2	0	-3	1	8	-2	0	6
Cc1ccc(N2CCN(S(=O)(=O)N3CCOCC3)CC2)cc1C	1.1	-2.4	-2	1	0.97	-6	-9	3	-2
Nc1nc(SCCOc2ccccc2)n[nH]1	0.93	0.2	-5	0	0.93	7	-6	7	-1
CSCCC(NC(=O)c1ccccc1)C(=O)NNC(=O)c1csc(N2CCOCC2)n1 (stereo unspecified)	1.8	-1.6	-1	-1	0.9	-77	-7	10	3
CC(C)C(=O)NC(c1cccs1)c1cc([N+](=O)[O-])c2cccnc2c1O (stereo unspecified)	1.2	10	2	-4	0.85	-16	54*	15	0
O=C(CSCC(=O)N1CCCCC1)Nc1nc(-c2ccccc2)c(-c2ccccc2)s1	0.88	0.3	-1	-1	1.1	12	-9	-5	-7
O=C(COC(=O)C12CC3CC(CC(Cl)(C3)C1)C2)Nc1ccccc1	1.1	0.0	0	-7	1.1	-12	-2	-13	-5
S=C(NCCc1ccccn1)Nc1ccc(Cl)cc1Cl	0.93	0.9	-4	5	1	7	-8	-4	-1
COc1cc(COCC(O)CN2CCN(CCN3C(=O)c4cccc5cccc(c45)C3=O)CC2)cc(OC)c1OC (stereo unspecified)	0.91	2.8	3	-1	0.99	9	-9	1	3
O=C1C2C3CCCC3=C3CCCC3C2C(=O)N1c1ccc(Cl)cc1 (stereo unspecified)	0.99	-2.5	0	-1	1	1	-3	-3	-2
COC(=O)C1=NN(C(C)=O)C2(CC(=O)N(c3cc(C)cc(C)c3)C2=O)C1 (stereo unspecified)	0.91	1.3	1	0	0.98	9	0	2	0
CCN(C(=O)CCc1nnc2ccc(NCc3ccco3)nn12)c1ccccc1	1.2	-0.6	-3	-3	0.98	-18	-7	2	4
Cc1nnc(SCC(=O)N2CCN(S(=O)(=O)c3ccc(Cl)cc3)CC2)n(N)c1=O	1.1	-6.7	7	-2	1	-10	-3	-1	1
CC(=O)NCCc1ccc(S(=O)(=O)N2CCCC2)cc1	1	-1.4	1	-3	1	-5	0	-2	-2
COc1ccc(-n2nc(C(=O)NCC(=O)N3CCCCC3)c3ccccc3c2=O)c(OC)c1	1.1	0.6	-1	-1	0.97	-11	-3	3	0

Part of the list above in order of formula weight, high to low:
molecule	hIAP activ	MPTP block	APOBEC3A inh	NR3A LBD binder	mIAP act	hIAP inh	APOBEC3G inh	mIAP inh	beta cell repl
O=C(CSCC(=O)N1CCCCC1)Nc1nc(-c2ccccc2)c(-c2ccccc2)s1	0.88	0.3	-1	-1	1.1	12	-9	-5	-7
CCN(C(=O)CCc1nnc2ccc(NCc3ccco3)nn12)c1ccccc1	1.2	-0.6	-3	-3	0.98	-18	-7	2	4
CC(=O)NCCc1ccc(S(=O)(=O)N2CCCC2)cc1	1	-1.4	1	-3	1	-5	0	-2	-2

Continued.
molecule	hIAP activ	MPTP block	APOBEC3A inh	NR3A LBD binder	mIAP act	hIAP inh	APOBEC3G inh	mIAP inh	beta cell repl
CC(C)n1nc(C(=O)Oc2ccc(Cl)cc2)c2ccccc2c1=O	0.88	0.9	-5	-2	0.85	12	-4	15	-1
COc1nnc(-c2ccc(C)cc2)c2ccccc12	0.96	0.0	-5	-1	0.99	4	-11	1	-2
CC(=O)Nc1c(-c2ccc3ccccc3c2)nc2ccccn12	0.88	-0.6	-3	1	0.97	12	-10	3	-3
CC(=O)N1CCN(S(=O)(=O)c2cccc(C(=O)N(Cc3ccccc3)c3ccc(C)cc3)c2)CC1	0.91	-0.7	2	0	1	9	16	-2	3
